# Screens (PubChem)
# SENP8 block-1: SENP8 protease inhibition; inhibition, % at 10 µM; purified SENP8, Z-RLRGG-aminoluciferin cleavage, luminescence; AID 2540; Q96LD8; 330,000 tested, 1.2% active; in the data active = inhibition above about 50%
# Target sequence (Q96LD8 whole entry, looked up): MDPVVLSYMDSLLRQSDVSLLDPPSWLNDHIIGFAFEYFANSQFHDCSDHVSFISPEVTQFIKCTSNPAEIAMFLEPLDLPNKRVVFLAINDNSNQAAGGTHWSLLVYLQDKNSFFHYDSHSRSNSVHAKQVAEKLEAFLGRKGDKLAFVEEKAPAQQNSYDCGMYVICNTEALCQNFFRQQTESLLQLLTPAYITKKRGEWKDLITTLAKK
# SENP1 FRET inh: SENP1 (human) catalytic domain inhibition. Q9P0U3. 360,000 tested, 0.21% active. inhibition, % at 10 µM. recombinant SENP1 catalytic domain, CyPet-SUMO1-YPet FRET cleavage;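 active = inhibition at least 30% at 10 µM, raw YFP signal under a set limit, fluorescence ratio 0.5 to 1.5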;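 note: 0% = enzyme with DMSO and 100% = no enzyme wells; some results filed as inactive read as strong as hits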
#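 Compound: 10 µM single point, 0.5% DMSO; Test system: hSENP1 catalytic domain, recombinant; Timing: 50 min reaction at room temperature; Technique: FRET, CFP and YFP emission; Control set: no-enzyme wells low, DMSO-plus-enzyme wells high control.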
# Apaf-1 inh: human Apaf-1 inhibition. O14727. reconstituted apoptosome caspase-3 activity, DEVD-Rh110 fluorescence. inhibition, % at 20 µM. 330,000 tested, 0.71% active; active = inhibition of at least 40% at 20 µM;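 note: plate controls were DMSO wells for no effect and DEVD-CHO caspase inhibitor wells for full effect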
#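 Material: reconstituted apoptosome with Apaf-1, cytochrome c, caspase-9, procaspase-3, dATP / Buffer or medium: pH 7.5 Hepes buffer with CHAPS, BSA, DTT / Also added: cytochrome c with DEVD-Rh110 / Schedule: compound with Apaf-1, dATP, procaspase-3 30 min, then 50 min reaction, room temperature / Technique: rhodamine 110 fluorescence at Ex 480/Em 540 nm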
# SENP8 block-2: SENP8 (human) protease inhibition; AID 602440; inhibition, % at 20 µM; 360,000 tested, 0.64% active; Q96LD8; recombinant SENP8, Nedd8 substrate fluorescence; in the data active = inhibition mostly above about 40%, no sharp cut-off; inactive = mostly below about 27%
# SENP7 inh: SENP7 protease inhibition. Q9BQF6. recombinant SENP7, Z-RLRGG-aminoluciferin luminescence, 40 min. inhibition, % at 5 µM. 330,000 tested, 1.5% active;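 active = inhibition above about 50% at the single test dose, limit read from the data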;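 note: plate controls were DMSO with enzyme for no effect and no enzyme buffer wells for full effect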
# Target sequence (Q9BQF6 706-1050 limits assumed): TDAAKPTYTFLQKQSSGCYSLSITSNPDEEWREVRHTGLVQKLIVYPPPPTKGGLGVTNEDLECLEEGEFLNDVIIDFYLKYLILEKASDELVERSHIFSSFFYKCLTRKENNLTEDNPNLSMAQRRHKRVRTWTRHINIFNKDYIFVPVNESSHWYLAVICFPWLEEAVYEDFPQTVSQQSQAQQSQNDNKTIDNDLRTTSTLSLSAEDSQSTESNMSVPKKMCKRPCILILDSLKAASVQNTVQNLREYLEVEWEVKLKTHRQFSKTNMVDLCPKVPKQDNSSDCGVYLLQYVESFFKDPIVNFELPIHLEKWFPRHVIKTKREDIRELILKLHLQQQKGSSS
# SENP6 block: SENP6 protease inhibition; 330,000 tested, 1.8% active; inhibition, % at 10 µM; Q9GZR1; Recombinant SENP6 catalytic domain, aminoluciferin luminescence;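 active = inhibition above about 50% at the single tested dose, limit read from the data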;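 note: plate controls were DMSO wells with enzyme for no effect and DMSO wells lacking enzyme for full effect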
# UBC13 polyUb: inhibitors of human UBC13 polyubiquitin chain formation | P61088 | TR-FRET | inhibition, % at 20 µM | 330,000 tested, 0.47% active; in the data active = inhibition above about 45%, passing the limit was not always enough
# A3G deaminase: APOBEC3G (human) deaminase inhibition | Q9HC16 | recombinant A3G, ssDNA deamination FAM/TAMRA fluorescence | inhibition, % at 20 µM | 330,000 tested, 0.28% active;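 active = inhibition of at least 40% at 20 µM, with no more than 30% in the related APOBEC3A deaminase screen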;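 note: plate controls were DMSO wells with A3G for no effect and wells lacking A3G enzyme for full effect; some compounds called inactive have numbers as strong as hits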
# Target sequence (Q9HC16 whole entry, looked up): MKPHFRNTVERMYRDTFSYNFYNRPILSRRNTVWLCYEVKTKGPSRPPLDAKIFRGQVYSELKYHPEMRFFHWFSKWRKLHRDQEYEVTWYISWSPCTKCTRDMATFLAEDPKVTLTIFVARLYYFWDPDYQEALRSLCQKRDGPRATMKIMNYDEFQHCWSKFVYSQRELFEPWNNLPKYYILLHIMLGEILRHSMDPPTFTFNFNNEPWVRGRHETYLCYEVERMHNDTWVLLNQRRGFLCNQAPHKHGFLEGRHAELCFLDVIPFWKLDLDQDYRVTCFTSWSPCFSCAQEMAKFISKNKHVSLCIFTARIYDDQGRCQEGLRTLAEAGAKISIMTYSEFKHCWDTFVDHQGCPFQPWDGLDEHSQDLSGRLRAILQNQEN
# Numbers without * were called inactive.
SMILES,SENP8 block-1,SENP1 FRET inh,Apaf-1 inh,SENP8 block-2,SENP7 inh,SENP6 block,UBC13 polyUb,A3G deaminase
CC(=O)c1cccc(NC(=O)CNC(=O)c2cc3ccccc3o2)c1,0.8,-0.1,-2.5,6.1,11.9,-6.9,-0.3,-2.4
Cc1ccc(NC(=O)C2CCN(C(=O)c3ccc(Cl)cc3)CC2)nc1,-1.3,2.6,6.3,6.7,1.9,-12.8,9.4,-1.7
C=CCN(CC=C)C(=O)Cc1ccc(F)cc1,5.7,-0.6,-0.6,29.5,-2.0,9.4,1.7,-2.6
CCCCCC(=O)OC(CN1CCCCCC1)CN1CCCC1=O (configuration not stated),-1.7,-0.1,-6.1,11.4,3.4,-23.0,-5.5,-10.3
CCOc1ccc(-c2cn(CCC#N)cn2)cc1,-7.1,-1.0,5.4,8.9,-3.3,-15.7,-5.3,-6.4
Cc1nc2ccccc2n1S(=O)(=O)c1ccc(F)cc1,-1.5,0.3,4.1,0.4,0.8,-6.6,1.3,1.9
CCCCC1=CC2=CC(=O)C(C)(OC(=O)CC)C(=O)C2=CN1c1ccccc1 (configuration not stated),-2.9,-72.8,14.1,-190.3,0.5,12.4,-40.7,-4.3
CCn1c(NCCO)nc2c(c1=O)C(C)(CC)Cc1ccccc1-2 (configuration not stated),1.0,0.8,-1.6,-408.8,0.7,-11.6,17.5,-7.3
O=C(CCCc1nc(-c2ccc(Cl)cc2)no1)NCC1CCCO1 (configuration not stated),-1.2,-1.6,-1.4,6.1,3.7,14.6,9.3,-7.8
N/C(=N\OCC(=O)Nc1ccc(F)c(Cl)c1)c1ccccc1,6.0,1.3,5.0,-7.7,7.4,4.2,7.5,-5.9
O=C(CCN1C(=O)C2C3C=CC(C4CC34)C2C1=O)Nc1ccc(Cl)cc1O (configuration not stated),6.9,1.7,-4.9,10.4,-5.9,-6.6,0.1,-2.5
c1ccc(-c2nc(-c3ccc(-c4ccon4)s3)no2)cc1,39.7,-2.5,-8.5,-69.5,80.0*,55.0*,12.6,-8.4
CCOc1ccccc1NC(=O)C1CCN(c2ccc(S(=O)(=O)N3CCCC3)cc2)CC1,7.0,0.8,8.8,-4.4,-2.9,1.1,14.5,-0.6
Cc1sc(NC(=O)c2ccco2)c(C(c2cccnc2)N2CCN(c3ccc(F)cc3)CC2)c1C (configuration not stated),6.0,1.9,13.6,-55.9,4.5,0.4,-5.0,-1.5
O=c1c2[nH]c3ccc(F)cc3c2ncn1CCN1CCOCC1,-2.8,-1.9,3.0,-11.4,4.7,-53.8,15.0,-6.9
O=C(Nc1cnc2ccccc2c1)N1CCCCC1,-4.9,1.5,0.2,-46.7,11.3,13.1,-0.2,1.2
O=C(COc1ccc(S(=O)(=O)N2CCOCC2)cc1)Nc1ccccc1Cl,-3.8,1.6,4.3,13.2,-1.0,-11.5,0.1,-15.6
CCOC(=O)c1cc(-c2ccccc2)sc1N,-18.3,-21.7,18.2,-12.2,-2.8,-5.8,-11.8,-2.3
O=C(N/N=C/c1cccc(F)c1)NC1CCCCC1,-3.4,1.6,23.1,6.6,5.9,23.1,-6.9,1.1
CCc1ccc(C(C)NC(=O)c2cccs2)cc1 (configuration not stated),-1.5,2.0,0.0,1.9,-0.2,-7.5,3.4,-1.0
O=C(NCc1ccccc1Cl)c1cccc(OC2CCN(C(=O)C3CC3)CC2)c1,3.1,-2.3,17.8,4.8,0.4,4.2,-0.6,-4.0
C=CCNc1nnc(SC2CC(=O)N(c3ccc(OC)cc3)C2=O)s1 (configuration not stated),-6.3,-2.1,10.5,5.7,-10.5,-24.4,-2.2,29.3
CCCCCn1c(=O)c(F)cn(Cc2ccc(OC)c([N+](=O)[O-])c2)c1=O,-3.8,-0.4,3.5,18.3,-3.4,-15.3,4.2,1.3
Cc1nc(N2CCNCC2)c2c3c(sc2n1)CCCC3,5.4,2.5,-16.1,15.2,-0.7,-11.9,-1.9,-9.7
NS(=O)(=O)c1ccc(CNC(=O)c2ccc(Cl)cc2[N+](=O)[O-])cc1,-7.1,4.8,6.7,17.3,8.0,-4.5,-2.0,-2.6
Cc1csc(=O)n1CC(=O)OCC(=O)NNC(=O)c1ccc(Cl)cc1,-3.1,-0.2,-6.4,-1.1,4.9,11.4,2.1,-7.0
O=C(COC(=O)Cc1c[nH]c2ccccc12)NCCc1ccccc1,3.3,1.3,4.7,-0.2,5.3,0.6,-1.2,-10.0
Cc1ccc(SC(C)C(=O)Nc2cccc(N(C)S(C)(=O)=O)c2)cc1 (configuration not stated),-10.0,1.4,-1.6,6.6,-7.6,-17.9,-6.5,-2.6
CN1CCN(C(=O)c2cc3c(C(F)(F)F)nn(C)c3s2)CC1,1.3,1.7,5.5,21.9,0.9,0.1,-6.5,5.8
O=C(COc1ccccc1)NC(NC(=S)Nc1ccccc1C(=O)O)C(Cl)(Cl)Cl (configuration not stated),-1.0,0.0,3.8,-126.2,-4.8,-0.9,-8.8,-5.9

# (list continues)
molecule	SENP8 block-1	SENP1 FRET inh	Apaf-1 inh	SENP8 block-2	SENP7 inh	SENP6 block	UBC13 polyUb	A3G deaminase
CC(C)C[C@H]1COCCS(=O)(=O)N1Cc1cccc(Cl)c1	-6.6	4.8	9.2	19.3	2.2	-7.0	6.9	-2.4
O=C(CCCCn1c(=O)[nH]c2ccsc2c1=O)NCc1ccc2c(c1)OCO2	1.9	1.3	-2.0	17.2	1.0	14.9	4.5	-1.9
CCCCNC(=O)CCC(=O)Nc1ccc2nc(N3CCCCC3)cc(C)c2c1	-5.3	-4.4	7.8	-418.8	1.9	-8.4	6.4	0.7
Cc1cc(C)c(NC(=O)CCCOC(=O)C2=COCCO2)c(C)c1	7.7	0.5	-7.2	23.6	5.7	18.5	2.3	-4.5
CCc1noc(C)c1C(=O)NNC(=O)c1ccccc1	7.0	-1.9	-8.3	2.8	4.2	0.2	1.4	-2.3
COc1ccc(CCC(C)NCc2ccc(C(F)(F)F)cc2)cc1 (configuration not stated)	-15.6	1.5	10.7	11.9	-11.2	-3.1	2.1	9.4
COc1ccccc1NC(=O)CSc1nncn1-c1cccnc1	7.7	1.1	-10.0	3.1	-0.5	2.2	4.1	2.7
CCc1nnc(NC(=O)CSc2nc(C)cc(C)c2C#N)s1	-12.1	-80.4	-14.9	-432.2	-2.6	7.3	20.3	-6.9
Cc1cc(C)c(NC(=O)Cc2ccc(-n3cccc3)cc2)c(C)c1	-0.2	-2.0	0.9	-1.0	-7.1	-12.5	6.6	-5.6
Cc1cccc(N2CCN(S(=O)(=O)c3ccc(-c4cc(C)no4)s3)CC2C)c1 (configuration not stated)	1.4	2.5	7.5	19.3	2.3	4.7	-10.6	-2.3
Clc1ccc(-n2ncc3c(N4CCCC4)ncnc32)cc1	7.7	-16.2	-8.9	9.4	1.6	46.7	12.2	3.0
COc1cc(-c2cc3nc(C)c(C)c(=O)n3[nH]2)cc(OC)c1OC	3.9	3.0	3.2	-49.6	1.7	-53.2	5.5	11.7
O/N=C/c1ccc2cccc(O)c2n1	-3.6	1.5	-10.0	14.2	3.7	0.5	-20.0	0.7
CCCCCOc1ccc(C(=O)CCC(=O)NNC(=O)c2ccncc2)cc1	7.0	0.4	7.2	0.3	3.5	-8.1	0.2	-2.6
Cc1cc(C)n(-c2nnc(C)c(=O)[nH]2)n1	-4.3	0.4	5.9	21.2	1.8	-9.0	-3.9	0.3
COC(=O)/C(=C\C(=O)c1ccccc1)Nc1cccc(C(F)(F)F)c1	-0.3	1.8	7.8	18.5	-1.8	-1.0	0.9	-2.9
CCc1cc(=O)oc2c(C)c(OC(C)C(=O)NC3CC(C)(C)NC(C)(C)C3)ccc12 (configuration not stated)	-9.2	3.5	6.3	-144.2	6.2	-6.6	0.9	-3.2
O=C(CCCOc1ccccc1)Nc1nncs1	1.9	1.0	-3.8	29.5	2.1	-0.8	1.4	-6.3
Cc1ccc(NC(=O)CN(C)Cc2nc3ccccc3c(=O)[nH]2)c(Br)c1	-8.1	-2.8	15.3	-24.4	-3.9	-4.8	-15.9	18.6
CC(Sc1nncs1)C(=O)Nc1ccc(Cl)cn1 (configuration not stated)	-6.1	2.0	-0.5	9.5	-2.2	-12.1	-19.9	-2.9
CCC(=O)c1ccc(OCC(O)CN2CCCCC2)cc1 (configuration not stated)	-5.7	6.9	-16.1	5.3	-4.9	4.3	20.3	-5.7
CCC(C)c1ccccc1NS(=O)(=O)c1cnn(CC)c1 (configuration not stated)	-0.4	1.8	-0.7	6.3	-8.3	2.4	3.0	-4.0
Cc1sc2c(=O)n3c(nc2c1C(=O)NC1CCCCC1)CCCCC3	3.4	0.5	18.6	14.1	3.1	-20.3	3.9	-5.8
COc1ccc(-c2nc(CS(=O)CC(=O)NCC3CCCO3)c(C)o2)cc1 (configuration not stated)	1.1	-0.1	4.0	17.4	-17.3	-4.4	-16.3	2.4
O=C(N[C@@H](Cc1ccccc1)C(=O)OCc1ccccc1)c1nc[nH]c1C(=O)N1CCNCC1	-6.6	1.1	2.1	12.7	1.7	-4.6	14.8	-8.9
Cc1ccc(CN2C(=O)CCC2C(=O)NCc2ccc3c(c2)OCO3)cc1 (configuration not stated)	-6.3	-1.3	-3.7	14.0	2.5	-19.5	-1.0	-4.4
COc1ccccc1C(=O)NCCn1cc(SCC(=O)Nc2cc(C)on2)c2ccccc21	6.9	0.8	2.3	17.3	9.5	11.5	0.0	-5.0
CCN(C(=O)/C=C/c1ccc(OC)cc1)C1CCS(=O)(=O)C1 (configuration not stated)	17.0	1.3	0.8	6.7	-5.9	4.2	3.7	-2.5
CC(C)CNc1ncnc2c1sc1nc(N3CCOCC3)c3c(c12)CC(C)(C)OC3	-11.5	-10.5	20.4	-265.4	-6.4	-16.4	10.6	-4.0
Cc1ccc(C)c(SCc2nc3sc(C(=O)O)c(C)c3c(=O)[nH]2)c1	-1.6	-1.4	-14.3	7.5	1.9	4.4	18.8	-1.8
NC(=O)CCN(Cc1ccccc1)S(=O)(=O)c1ccccc1	-1.4	-0.4	3.1	13.9	5.4	-2.2	5.6	-4.2
CCn1c(=O)c2ccccc2n(CC(=O)NC2CCCCC2)c1=O	-5.9	1.8	4.5	8.8	-7.8	-15.2	5.6	-7.5

# Reformatted as labelled records: entries from further up
CCc1cc(=O)oc2c(C)c(OC(C)C(=O)NC3CC(C)(C)NC(C)(C)C3)ccc12 (configuration not stated)
  SENP8 block-1: -9.2; SENP1 FRET inh: 3.5; Apaf-1 inh: 6.3; SENP8 block-2: -144.2; SENP7 inh: 6.2; SENP6 block: -6.6; UBC13 polyUb: 0.9; A3G deaminase: -3.2
O=C(CCCOc1ccccc1)Nc1nncs1
  SENP8 block-1: 1.9; SENP1 FRET inh: 1.0; Apaf-1 inh: -3.8; SENP8 block-2: 29.5; SENP7 inh: 2.1; SENP6 block: -0.8; UBC13 polyUb: 1.4; A3G deaminase: -6.3
Cc1ccc(NC(=O)CN(C)Cc2nc3ccccc3c(=O)[nH]2)c(Br)c1
  SENP8 block-1: -8.1; SENP1 FRET inh: -2.8; Apaf-1 inh: 15.3; SENP8 block-2: -24.4; SENP7 inh: -3.9; SENP6 block: -4.8; UBC13 polyUb: -15.9; A3G deaminase: 18.6
CC(Sc1nncs1)C(=O)Nc1ccc(Cl)cn1 (configuration not stated)
  SENP8 block-1: -6.1; SENP1 FRET inh: 2.0; Apaf-1 inh: -0.5; SENP8 block-2: 9.5; SENP7 inh: -2.2; SENP6 block: -12.1; UBC13 polyUb: -19.9; A3G deaminase: -2.9
